From PubChem BioAssay
CIT2-GFP yeast – yeast TOR pathway CIT2-GFP modulation. S. cerevisiae CIT2-GFP strain, flow cytometry, 3 h; 100 means same as DMSO wells. GFP response vs DMSO, % at 10 µM. 320,000 compounds, 0.065% hits. AID 2029;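 active = GFP response relative to DMSO above a set limit, near the screen mean plus 3 SD, cut at about 150% in these data; inconclusive = Fewer than 70 cells measured for a yeast strain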;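 note: ratio of well median GFP fluorescence to mean of DMSO wells on the plate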
LAP4 TOR yeast – modulators of TOR pathway LAP4-GFP in S. cerevisiae; GFP response vs DMSO, % at 10 µM; S. cerevisiae LAP4-GFP multiplex, flow cytometry GFP, 3 h; median GFP as percent of DMSO wells; AID 2023; 320,000 compounds, 0.34% hits;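 active = GFP response vs DMSO above a set limit, about the screen mean plus 3 SD, cut at about 150% in these data; inconclusive = under 70 cell events counted for the yeast strain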
AGP1-GFP MLPCN – alters AGP1-GFP fluorescence in TOR pathway yeast screen | 320,000 compounds, 0.02% hits | S. cerevisiae AGP1-GFP multiplex flow cytometry, 3 h; GFP as percent of DMSO wells | AID 2066 | GFP response vs DMSO, % at 10 µM;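 active = GFP response relative to DMSO above a set limit, near screen average plus 3 SD, cut at about 150% in these data; inconclusive = fewer than 70 cells counted for the yeast strain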;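 note: median GFP channel fluorescence of the gated AGP1 strain per well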
RPL19A-GFP yeast – yeast TOR pathway RPL19A-GFP modulation; S. cerevisiae RPL19A-GFP strain, flow cytometry, 3 h; stronger effect = lower value; percent response vs DMSO, % at 10 µM; 330,000 compounds, 0.3% hits; AID 2025;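 active = percent response vs DMSO below 50%; inconclusive = fewer than 70 events counted for the yeast strain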;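 note: median channel GFP fluorescence of the barcoded RPL19A-GFP strain; ratio of sample median GFP to plate DMSO average so 100% = DMSO; lower means less RPL19A-GFP as with rapamycin TOR inhibition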
AHR act – human AHR activation; P35869; AHR-responsive luciferase reporter cells, luminescence; activation, % at 5 µM; 320,000 compounds, 2.5% hits; AID 2796; in the data active = activation above about 47%;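 note: 0% = vehicle wells and 100% = reference agonist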
Target sequence (P35869 whole entry, looked up): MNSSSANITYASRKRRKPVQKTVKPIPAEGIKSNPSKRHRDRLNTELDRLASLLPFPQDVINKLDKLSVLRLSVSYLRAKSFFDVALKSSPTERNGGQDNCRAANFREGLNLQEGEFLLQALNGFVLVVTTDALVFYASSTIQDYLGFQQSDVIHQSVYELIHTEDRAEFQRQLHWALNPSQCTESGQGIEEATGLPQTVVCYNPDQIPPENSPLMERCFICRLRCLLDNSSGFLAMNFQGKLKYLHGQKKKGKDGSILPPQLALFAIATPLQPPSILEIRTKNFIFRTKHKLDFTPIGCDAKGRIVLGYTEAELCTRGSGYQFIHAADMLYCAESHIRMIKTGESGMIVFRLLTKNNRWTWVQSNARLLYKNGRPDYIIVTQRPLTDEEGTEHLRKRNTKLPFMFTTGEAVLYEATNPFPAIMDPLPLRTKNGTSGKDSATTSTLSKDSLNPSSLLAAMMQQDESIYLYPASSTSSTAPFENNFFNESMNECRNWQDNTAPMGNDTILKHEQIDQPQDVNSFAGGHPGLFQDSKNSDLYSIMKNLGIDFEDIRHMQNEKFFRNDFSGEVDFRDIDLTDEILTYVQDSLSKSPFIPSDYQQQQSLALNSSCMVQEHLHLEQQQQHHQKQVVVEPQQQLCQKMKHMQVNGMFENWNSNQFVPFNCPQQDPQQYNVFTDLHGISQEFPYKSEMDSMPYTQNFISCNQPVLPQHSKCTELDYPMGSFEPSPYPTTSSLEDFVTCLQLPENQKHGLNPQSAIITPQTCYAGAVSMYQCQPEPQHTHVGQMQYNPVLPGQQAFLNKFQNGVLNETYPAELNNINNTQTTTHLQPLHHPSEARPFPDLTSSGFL
CR mimetic SO – lowers age-related superoxide in aged yeast cells; S. cerevisiae aged cells, superoxide DHE fluorescence; stronger effect = lower value; superoxide response (% of plate mean), % at 10 µM; 330,000 compounds, 0.18% hits; AID 2690;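 active = superoxide response under a set limit, about three screen SD below normal, cut at about 65% in these data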;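 note: yeast aged for seven days with compound at 30 °C before DHE staining; 100% = average MFI of all compound-treated wells on the plate with controls excluded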
MEP2-GFP yeast – alters MEP2-GFP fluorescence in TOR pathway yeast screen; AID 2016; GFP response vs DMSO, % at 10 µM; S. cerevisiae MEP2-GFP strain, flow cytometry GFP, 3 h; 100% = DMSO control level; 330,000 compounds, 0.51% hits;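 active = GFP response versus DMSO above a set limit, roughly screen mean plus 3 SD, cut at about 180% in these data; inconclusive = fewer than 70 cells counted for a yeast strain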;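 note: median GFP fluorescence of the barcode-gated MEP2-GFP cells per well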
Efflux pump inh – inhibitors of Candida antifungal efflux pumps expressed in yeast; 330,000 compounds, 0.44% hits; inhibition, % at 10 µM; S. cerevisiae Candida pump triplex, Nile Red efflux; AID 485275;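 active = plate passing quality check with inhibition over a set limit, or well fluorescence over plate mean plus 4 SD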;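 note: Nile Red retained in pooled yeast measured as flow cytometry median fluorescence; 0% = buffer negative control and 100% = Enniatin B positive control; higher means more Nile Red kept so more efflux inhibition; some compounds called inactive have numbers as strong as hits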
Active calls of the source: *; ? = inconclusive; [ ] = remark or other dose.

Start of the listing, in advance:
canonical_smiles,CR mimetic SO,CIT2-GFP yeast,AGP1-GFP MLPCN,RPL19A-GFP yeast,AHR act,Efflux pump inh,MEP2-GFP yeast,LAP4 TOR yeast
O=c1[nH]c2cc3c(cc2cc1CN(Cc1nnnn1CC1CCCO1)C1CCCCC1)OCO3 (configuration not stated),97,100,102,99,56*,0.1,97,103
OCCC1CN(Cc2ccc3cc(Cl)ccc3n2)CCN1Cc1ccsc1 (configuration not stated),125,90,93,96,10,0.1,98,95
C/C(=C\[C@@H](NP(=O)(c1ccccc1)c1ccccc1)c1ccccc1)CO[Si](c1ccccc1)(c1ccccc1)C(C)(C)C,100,71,79,98,0,0.2,90,123
CC(=O)N(C1=C(N)C(=O)c2ccccc2C1=O)C(C)C,154,94,95,97,0,0.0,97,88
CCOC(=O)N1CCN(C(=O)CCl)CC1,101,96,99,101,-1,0.0,100,108
O=C(NCCCn1ccnc1)C(=O)c1cn(CC(=O)N2CCCCCC2)c2ccccc12,94,107,99,106,6,0.1,95,100
Cc1cc(C)c(S(=O)(=O)N2CCN(c3ccc([N+](=O)[O-])c(NCc4ccco4)c3)CC2)c(C)c1,108,95,95,95,1,0.1,91,90
CSc1ccc(CN2CCC(n3nccc3NC(=O)c3ccccc3C)CC2)cc1,89,96,95,97,5,-0.1,110,90
C=C(c1cccc2ccccc12)P(=O)(O)O,94,100,95,96,2,0.0,105,99

The whole of this part (from the top)
canonical_smiles,CR mimetic SO,CIT2-GFP yeast,AGP1-GFP MLPCN,RPL19A-GFP yeast,AHR act,Efflux pump inh,MEP2-GFP yeast,LAP4 TOR yeast
O=c1[nH]c2cc3c(cc2cc1CN(Cc1nnnn1CC1CCCO1)C1CCCCC1)OCO3 (configuration not stated),97,100,102,99,56*,0.1,97,103
OCCC1CN(Cc2ccc3cc(Cl)ccc3n2)CCN1Cc1ccsc1 (configuration not stated),125,90,93,96,10,0.1,98,95
C/C(=C\[C@@H](NP(=O)(c1ccccc1)c1ccccc1)c1ccccc1)CO[Si](c1ccccc1)(c1ccccc1)C(C)(C)C,100,71,79,98,0,0.2,90,123
CC(=O)N(C1=C(N)C(=O)c2ccccc2C1=O)C(C)C,154,94,95,97,0,0.0,97,88
CCOC(=O)N1CCN(C(=O)CCl)CC1,101,96,99,101,-1,0.0,100,108
O=C(NCCCn1ccnc1)C(=O)c1cn(CC(=O)N2CCCCCC2)c2ccccc12,94,107,99,106,6,0.1,95,100
Cc1cc(C)c(S(=O)(=O)N2CCN(c3ccc([N+](=O)[O-])c(NCc4ccco4)c3)CC2)c(C)c1,108,95,95,95,1,0.1,91,90
CSc1ccc(CN2CCC(n3nccc3NC(=O)c3ccccc3C)CC2)cc1,89,96,95,97,5,-0.1,110,90
C=C(c1cccc2ccccc12)P(=O)(O)O,94,100,95,96,2,0.0,105,99
CC(C)(C)c1cc(NS(=O)(=O)c2ccc3c(c2)OCCO3)on1,107,107,99,102,0,-0.1,108,83
COc1ccc(-n2c(SCC(=O)C(C)(C)C)nc3c(sc(=S)n3-c3ccccc3)c2=O)c(OC)c1,114,108,96,101,2,0.1,120,115
Cc1[nH]c2c(C(=O)N3CCCC(CCC(=O)NCc4ccccc4F)C3)cccc2c1C (configuration not stated),96,99,104,100,1,-0.1,95,99
CC(c1nccs1)N(C)c1nc2nonc2nc1NC1CC1 (configuration not stated),95,97,84,97,4,-0.1,?,74
NC(=O)CSc1nc2cc([N+](=O)[O-])ccc2n1-c1cccc(C(F)(F)F)c1,83,101,102,102,2,-0.1,100,112
COC(=O)C1=C(C(=O)OC)[C@@H]2Nc3ccccc3[C@@]23C[C@@H](C(=O)OC)N(C(C)=O)C3=N1,95,84,91,85,0,-0.1,89,146
Cc1occc1C(=O)N1CCCC(N2CCN(c3cccc(Cl)c3)CC2)C1 (configuration not stated),97,96,98,101,6,0.1,103,94
C[C@H]1CN=C(Nc2ccccc2)N1CC1CCCCCC1,113,64,74,90,-1,0.0,92,105
COc1ccc(-n2ncc3c(=O)n(CC(=O)NC(C)C)cnc32)cc1,95,115,109,111,-1,-0.1,114,96
COc1cc(S(=O)(=O)N(Cc2cccs2)C2CC2)ccc1-n1cnnn1,102,91,97,94,-1,-0.1,96,95
CSc1nsc(/C=C/Nc2ccc(C)cc2)c1C#N,96,101,97,100,17,-0.1,105,100
O=C(CN1CCN(c2cccc(C(F)(F)F)c2)CC1)N(C1CC1)C1CCS(=O)(=O)C1 (configuration not stated),81,99,93,94,1,0.1,91,89
CCCC(=O)n1nc(-c2ccccc2)nc1N,94,104,93,103,2,-0.1,97,101
COC(=O)c1cc(N2CCNCC2)nc2ccccc12,116,89,94,99,3,-0.1,95,96
COC(=O)c1ccc(C#Cc2ccccc2)o1,104,95,102,97,-1,-0.1,99,111
COc1ccc(NC(=O)Nc2ccc3c(c2)C(=O)N([C@@H](C)CO)C[C@@H](C)[C@@H](CN(C)S(=O)(=O)c2cccs2)O3)cc1,130,100,107,98,-1,0.1,95,103
Cc1cccc(N=C2NC(=O)/C(=C/c3cn(C)c4ccccc34)S2)c1,92,99,97,101,-5,0.4,96,91
Cc1noc(C(=O)Nc2cccc(O)c2)c1Cl,96,102,112,108,17,-0.1,113,102
CS(=O)(=O)Nc1ccc(C(=O)N2CCCCC2)cc1,100,97,98,101,-1,0.0,101,102
COc1ccc(C(OC(=O)c2ccco2)C(=O)NCc2ccco2)cc1 (configuration not stated),110,102,109,99,-3,0.1,102,92
C[C@H](C(=O)CC(=O)OC(C)(C)C)[C@H](O)c1ccccc1,98,116,94,106,1,-0.1,93,130

Shown with two lines to a compound: entries from further up
Every second line gives: CR mimetic SO | CIT2-GFP yeast | AGP1-GFP MLPCN | RPL19A-GFP yeast | AHR act | Efflux pump inh | MEP2-GFP yeast | LAP4 TOR yeast
CCOC(=O)N1CCN(C(=O)CCl)CC1
    101 | 96 | 99 | 101 | -1 | 0.0 | 100 | 108
COc1ccc(NC(=O)Nc2ccc3c(c2)C(=O)N([C@@H](C)CO)C[C@@H](C)[C@@H](CN(C)S(=O)(=O)c2cccs2)O3)cc1
    130 | 100 | 107 | 98 | -1 | 0.1 | 95 | 103

Further compounds follow:
canonical_smiles,CR mimetic SO,CIT2-GFP yeast,AGP1-GFP MLPCN,RPL19A-GFP yeast,AHR act,Efflux pump inh,MEP2-GFP yeast,LAP4 TOR yeast
COC(=O)[C@@H]1[C@@H](C)N(Cc2ccccc2)C(=O)N[C@H]1c1cccc(C(F)(F)F)c1,98,68,76,94,0,0.1,91,107
Cc1ccc2cc(COC(=O)c3ccncc3)c(=O)[nH]c2c1,97,106,114,100,14,0.3,115,112
CC1CCCN(S(=O)(=O)c2ccc(NC(=O)CN3C(=O)NC(C)(c4ccccc4)C3=O)cc2)C1 (configuration not stated),99,94,105,97,1,0.1,95,106
C=CCNC(=O)CC12CC3CC(C1)CC(CC(=O)NCC=C)(C3)C2,109,100,95,97,0,-0.1,96,105
Cc1[nH]c(=O)[nH]c(=O)c1/C=N/NC(=O)[C@H](C)NC(=O)OC(C)(C)C,101,109,106,99,0,-0.1,105,100
CC(=O)NC(C)C12CC3CC(CC(CC(=O)O)(C3)C1)C2 (configuration not stated),108,91,99,99,-3,0.0,96,99
CCS(=O)(=O)N1CCN(c2cnn(-c3ccccc3)c(=O)c2Cl)CC1,102,102,105,103,-2,0.0,97,102
CCCCC(=O)NC(Nc1sc2c(c1C(N)=O)CCCC2)(C(=O)OCC)C(F)(F)F (configuration not stated),89,94,98,102,-1,0.0,104,92
CC(C)Cc1nnc(NC(=O)c2cc(-c3ccncc3)nc3ccccc23)s1,113,95,102,100,8,0.0,101,98
O=C(NCc1cccs1)c1cc(-c2cccs2)on1,88,91,90,91,-3,-0.1,95,99
Cc1c(Br)c(C(=O)NNC(=O)c2ccc(C(C)(C)C)cc2)nn1C,91,94,103,91,-1,-0.1,93,105
Cc1ccc(CN2C3CCCC2CC(NC(=O)c2ccc(F)cc2)C3)cc1 (configuration not stated),102,110,105,104,-2,0.2,107,94
COc1ccc(CCNc2nc(-c3cccnc3)nc3ccccc23)cc1OC,104,97,97,102,44,0.1,99,98
Cc1ccc(C)c(/C=C/C(=O)c2ccccc(=O)c2O)c1,108,72,67,91,4,-0.3,96,135
O=C(NCC(=O)N1CCN(c2ccccc2O)CC1)c1ccco1,96,97[may fluoresce green],95[may fluoresce green],96[may fluoresce green],6,-0.1,91[may fluoresce green],84[may fluoresce green]
COc1ccccc1CNC(=O)C1CC2Cn3c(nc4cc(Cl)c(Cl)cc43)C2N1C (configuration not stated),121,98,101,101,8,0.0,104,83
Cn1c2c(c(=O)n(C)c1=O)CN(CCc1ccccc1)CN2,96,101,102,100,2,0.0,98,102
Cc1ccc(C(=O)Nc2ccc(O)c(C(=O)O)c2)o1,99,105,100,98,0,-0.3,110,98
O=C(NCc1ccco1)c1ccc(NS(=O)(=O)c2cccc([N+](=O)[O-])c2)cc1,95,95,101,101,-2,-0.1,93,97
CN(C)/C=N/c1nc2nccc(-c3cccc(Cl)c3)n2n1,104,105,103,92,-5,-0.2,111,110
Cc1ccsc1C(=O)OCC(=O)N1CCN(c2ccccc2)CC1,99,110,103,100,-1,-0.2,109,101
O=C(NCCN1CCOCC1)C(=O)NCC1OCCN1S(=O)(=O)c1ccc(F)cc1 (configuration not stated),108,111,107,104,4,-0.5,110,111
Cc1ccc(C(=O)NNC(=O)CCn2nnc3ccccc32)cc1,95,97,84,93,2,0.0,104,108
c1cn(CC2(Cn3ccnc3)COC2)cn1,90,111,108,108,5,-0.3,106,101
CC1=NN(C(=O)COc2ccc(C)c(C)c2)C(O)(c2ccccc2)C1 (configuration not stated),96,113,111,93,6,0.1,115,126
CC(c1ccccc1)C1CC(=O)N(Cc2ccccc2)C1=O (configuration not stated),78,89,95,100,-1,0.1,107,120
O=C(/C=C/c1ccc(OCCCF)cc1)NCc1ccc(Cl)cc1,110,92,90,96,-8,0.2,99,103
Cn1c(=O)c2c(nc3sccn32)n(C)c1=O,96,108,105,96,-6,0.0,101,98
O=C1c2ccccc2C(=O)N1CC(O)CN1CCOCC1 (configuration not stated),104,88,91,91,0,0.1,92,86
CCOC(=O)c1nc2ccccc2nc1C,79,103,106,105,28,0.1,104,98
COC(=O)C(Cc1ccc(O)cc1)NC(=O)c1ccc2c(c1)OCCO2 (configuration not stated),96,?,?,39*[may fluoresce violet],4,0.4,237*[may fluoresce violet],67[may fluoresce violet]
S=c1[nH]nc2n1CCCN2,104,106,109,104,9,0.0,101,112
CCOc1cccc2cc(C(=O)NC(C)c3ccccc3)c(=N)oc12 (configuration not stated),97,80,83,91,-6,4.4,89,71
O=C(NCCCNC(=O)c1c(F)cccc1F)c1c(F)cccc1F,97,105,99,104,1,0.2,111,98
Cc1ccc(-n2ccc(=O)c(-c3ccnc(SCc4cccc(Cl)c4)n3)n2)cc1,109,112,101,104,9,-0.1,107,104
Cc1ccc(NC(=O)CN(C)C(=O)c2ccc(Cl)nc2)cc1,97,92,91,99,3,0.1,94,90
Cc1cc(S(=O)(=O)Nc2ccc(C(=O)NCC(c3ccco3)N3CCCCC3)cc2)ccc1F (configuration not stated),103,98,110,99,-2,0.0,104,112
COc1cccc(OC)c1C(=O)NC(=S)Nc1cccc(NC(=O)c2ccco2)c1,99,92,93,93,46,0.1,94,95
Clc1ccc(CSc2ccc(-c3cccnc3)nn2)cc1,110,84,92,99,6,0.1,92,118
